MITF primary: MITF inhibitors, primary screen, biochemical, AlphaScreen, human; AlphaScreen MITF homodimerization, bead proximity signal; Microphthalmia-associated transcription factor (Homo sapiens), O75030; 650,000 compounds, 0.91% hits; inhibition, % at 2.6 µM; in the data active = inhibition above about 50%;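 note: 0% = vehicle wells with protein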
FBW7 act: FBW7 E3 ligase activators, primary screen, biochemical, AlphaScreen, human. normalized activity (activation), % at 26.1 µM. AlphaScreen FBW7–phospho-cyclin E peptide binding, activator screen. F-box/WD repeat-containing protein 7 (Homo sapiens), Q969H0. 650,000 compounds, 0.13% hits; in the data active = normalized activity above about 1.9%;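 note: purified mutant Fbw7 with reduced substrate affinity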
Target sequence (Q969H0 whole entry, looked up): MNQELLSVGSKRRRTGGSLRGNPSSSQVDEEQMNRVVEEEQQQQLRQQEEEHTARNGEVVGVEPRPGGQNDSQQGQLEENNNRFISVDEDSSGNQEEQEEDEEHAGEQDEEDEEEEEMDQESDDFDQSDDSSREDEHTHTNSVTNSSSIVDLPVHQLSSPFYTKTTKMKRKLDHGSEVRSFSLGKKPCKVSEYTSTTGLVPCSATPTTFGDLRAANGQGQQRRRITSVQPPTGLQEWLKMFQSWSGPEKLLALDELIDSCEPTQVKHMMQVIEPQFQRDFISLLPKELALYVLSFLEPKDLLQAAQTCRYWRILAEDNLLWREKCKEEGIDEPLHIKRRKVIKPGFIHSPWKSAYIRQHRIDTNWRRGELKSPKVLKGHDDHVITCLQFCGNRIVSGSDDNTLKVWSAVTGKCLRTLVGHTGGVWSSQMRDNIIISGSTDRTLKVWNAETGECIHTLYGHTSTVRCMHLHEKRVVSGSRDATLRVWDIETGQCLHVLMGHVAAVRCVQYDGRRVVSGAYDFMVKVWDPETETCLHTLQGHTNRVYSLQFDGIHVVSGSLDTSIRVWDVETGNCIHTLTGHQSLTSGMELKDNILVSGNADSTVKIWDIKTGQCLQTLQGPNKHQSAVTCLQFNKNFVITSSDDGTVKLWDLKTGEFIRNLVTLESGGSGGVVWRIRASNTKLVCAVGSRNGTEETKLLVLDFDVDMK
TEAD-YAP inh: TEAD-YAP interaction inhibition, primary screen, TEAD-YAP interaction inhibitor project, luminescence, HEK-TIYL cells; 640,000 compounds, 1.4% hits; inhibition, % at 9.12 µM; TEAD-Gal4/YAP UAS-luciferase luminescence; in the data active = inhibition above about 32%;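 note: 0% = median of test compound wells and 100% = reference inhibitor wells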
GPR151 ag: activators of human GPR151, primary screen, cell-based, PathHunter beta-arrestin, luminescence | G-protein coupled receptor 151 (Homo sapiens), Q8TDV0 | PathHunter beta-arrestin GPR151 cells | AID 1508602, 2020 | activation, % at 11.2 µM | 650,000 compounds, 1% hits; in the data active = activation above about 4.9%;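 note: 0% = median of compound wells and 100% = cells with positive control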
* hit, by the source's call.

molecule,MITF primary,FBW7 act,TEAD-YAP inh,GPR151 ag
O=C(NCCNC1CCC(c2ccccc2)CC1)c1cccs1 (configuration not stated),24.0,0.2,5.3,1.6
COc1ccccc1C1CCCN1C(=O)C1CC(Cc2ccc(F)cc2)=NO1 (configuration not stated),-10.0,0.0,-10.0,1.3
O=C1C2CCCCC2C(=O)N1c1ccc(N2C(=O)C3C4C=CC(C4)C3C2=O)cc1 (configuration not stated),-7.1,0.0,-5.3,1.6
CCOc1ccc(-c2noc(CCC(=O)Nc3cccnc3)n2)cc1OC,-7.3,0.0,-52.2,0.6
O=C(Cc1ccc(F)cc1)Nc1cccc(CCc2ccccn2)c1,-6.9,0.0,-3.9,1.5
CC(=O)Nc1ccc(S(=O)(=O)N2CCN=C2SCc2cc(C)ccc2C)cc1,-1.9,0.2,4.4,-0.2
C=CCn1c(=O)c2c(nc3n(-c4ccc(Br)cc4)c(C)cn23)n(C)c1=O,23.9,0.0,-13.0,-3.0
CCCc1cc2c(=O)c(-c3ccc4c(c3)OCCO4)coc2cc1OC(C)=O,5.1,0.2,-64.3,1.3
COc1ccc(-c2cc(=O)c3cc(OCC(=O)OC(C)C)ccc3o2)cc1,7.8,0.2,6.0,0.1
COc1ccc(-c2n[nH]c(=S)n2-c2ccc(C(C)=O)cc2)cc1,13.9,-0.1,-0.2,-1.2

Complete entries from above. Order of screens: MITF primary	FBW7 act	TEAD-YAP inh	GPR151 ag
O=C(Cc1ccc(F)cc1)Nc1cccc(CCc2ccccn2)c1 in the list: -6.9	0.0	-3.9	1.5
CC(=O)Nc1ccc(S(=O)(=O)N2CCN=C2SCc2cc(C)ccc2C)cc1 in the list: -1.9	0.2	4.4	-0.2
C=CCn1c(=O)c2c(nc3n(-c4ccc(Br)cc4)c(C)cn23)n(C)c1=O in the list: 23.9	0.0	-13.0	-3.0
O=C1C2CCCCC2C(=O)N1c1ccc(N2C(=O)C3C4C=CC(C4)C3C2=O)cc1 (configuration not stated) in the list: -7.1	0.0	-5.3	1.6
CCOc1ccc(-c2noc(CCC(=O)Nc3cccnc3)n2)cc1OC in the list: -7.3	0.0	-52.2	0.6

Following part
molecule,MITF primary,FBW7 act,TEAD-YAP inh,GPR151 ag
COc1ccc(-c2nc(Nc3ccc(F)c(Cl)c3)c3ccccc3n2)cc1OC,16.3,0.1,4.8,0.7
COc1ccc(/C=C/C(=O)c2ccncc2)c2ccccc12,-5.4,-0.1,7.6,-0.7
O=C(O)CSc1ccc(S(=O)(=O)N2CCCCC2)cc1C(=O)N1CCOCC1,20.1,0.0,-0.4,-0.1
COc1cc(OC)cc(-c2nnc(SCC(=O)Nc3ccccc3C#N)o2)c1,28.3,0.1,1.6,-1.0
COc1ccccc1CNC(=O)CCS(=O)(=O)c1ccc(Br)s1,-17.3,-0.1,0.0,0.0
Cc1[nH]n(-c2cccc(Cl)c2)c(=O)c1C=Nc1cccc(N=Cc2c(C)[nH]n(-c3cccc(Cl)c3)c2=O)c1,2.6,-0.1,-3.6,0.0
O=C(COc1ccccc1[N+](=O)[O-])Nc1cccnc1,6.6,0.0,-55.1,2.5
CC(=O)NCCc1nc2cc(NC(=O)c3ccccc3)ccc2n1C,8.9,-0.1,-22.6,0.7
O=C(NNS(=O)(=O)c1ccc(Cl)cc1)c1cccs1,-13.5,0.0,-1.3,-0.2
CCOC(=O)c1c(NC(=O)c2cc(C(C)C)on2)sc(C)c1C,1.9,0.0,1.5,0.2
CCOC(=O)COc1ccccc1/C=N/NC(=O)COc1ccc(OC)cc1,-12.8,-0.1,-1.1,-0.9
CCc1ccccc1NC(=O)CSc1nc2ccsc2c(=O)n1-c1ccc(F)cc1,-1.7,-0.1,8.7,-1.1
O=C(NCc1nc(-c2cccnc2)n[nH]1)c1cc(F)cc(F)c1,10.0,1.2,4.2,1.3
C=CCNc1ncc(-c2ccc(Cl)cc2)cn1,-1.7,0.2,-49.7,-1.0
COc1ccccc1N1C(=O)/C(=C/c2ccc(-c3ccc(Cl)c(Cl)c3)o2)C=C1c1ccccc1,-9.1,-0.4,-0.6,0.0
CCOc1ccccc1NC(=O)Cn1cnc2c(cnn2-c2ccc(F)cc2)c1=O,-1.4,-0.1,-9.8,0.1
Cc1cc(C)nc(NN2C(=O)/C(=C/c3ccc(N(C)C)cc3)SC2=S)n1,22.6,0.7,9.3,-0.2
CN(C)S(=O)(=O)c1ccc(/C(O)=C2/C(=O)C(=O)N(CCN3CCOCC3)C2c2ccccc2)cc1 (configuration not stated),10.6,0.0,7.5,-0.1
CSc1ccccc1NC(=O)COc1ccc(S(=O)(=O)N2CCCCC2)cc1,-13.1,-0.2,0.3,-0.5
COc1ccc(-c2nc(Nc3cc(OC)c(OC)c(OC)c3)c3ncn(-c4ccsc4)c3n2)cn1,-1.0,0.1,5.3,3.2
CN(C(=O)COC(=O)c1cc(Br)ccc1O)C1(C#N)CCCCC1,8.8,0.1,3.0,0.5
CCOC(=O)c1c(NC(=O)c2cc3n(n2)C(C(F)(F)F)CC(c2ccco2)N3)sc(C)c1C (configuration not stated),-14.8,-0.1,-8.0,1.1
Cc1ccnc(NS(=O)(=O)c2ccc(NC(=O)c3cccc(F)c3)cc2)n1,-3.9,-0.1,4.1,-0.4
COc1cc(OC)c(CN2CCN(C3CCCCC3)C(CCO)C2)c(OC)c1 (configuration not stated),9.4,0.1,1.7,2.3
CC(C)CNC(=O)c1ccc2ccccc2c1,16.0,0.2,-41.8,-1.2
COC(=O)Cn1ncn2c(cc3sccc32)c1=O,1.1,-0.2,-12.4,0.1
Cc1ccc(C(=O)COC(=O)c2ccccc2N2C(=O)C3C4C=CC(C4)C3C2=O)cc1[N+](=O)[O-] (configuration not stated),-14.4,0.0,0.3,0.1
O=S(=O)(NCc1cccs1)c1ccc(-n2cccn2)cc1,0.2,0.1,0.3,0.8
O=C(Cc1ccc(Cl)cc1)N1CCN(c2ccc(C(F)(F)F)cc2[N+](=O)[O-])CC1,16.2,0.8,4.4,0.4
CCCn1c(=O)c(C(=O)Nc2nc3ccc(F)cc3s2)c(O)c2ccccc21,9.6,0.2,-9.2,1.6
COC(=O)c1ccc2c(=O)n(Cc3ccc(C(=O)NCc4ccco4)cc3)c(=S)[nH]c2c1,-10.0,0.2,-13.9,-0.2
O=C(CSc1nnc(-c2cccs2)o1)NCc1cccs1,-31.7,0.2,9.4,0.5
CN(CC1CCOCC1)C(=O)CC1C(=O)NCCN1CC1CCCCC1 (configuration not stated),2.0,0.0,4.8,-0.2
CC1=CC(=O)C=C2CC[C@H]3[C@@H]4C[C@H](C)C(O)(C(=O)CO)[C@@]4(C)C[C@H](O)[C@]3(Cl)C12 (some centres not stated),-10.5,-0.1,-2.8,0.8
N#C/C(=C\c1ccccc1OCc1ccccc1)c1nc2ccccc2c(=O)[nH]1,15.1,-0.1,5.8,-0.1
COc1cc(N2C(=O)CCC2=O)ccc1NC(=O)c1ccccc1,2.8,0.0,-6.8,-0.4
COc1ccccc1OCCOc1ccccc1-c1nc2sc3c(c2c(=O)[nH]1)CCCC3,1.1,0.0,5.1,1.2
Cc1ccc(S(=O)(=O)N2CCC(C(=O)Nc3ccc(C(F)(F)F)cc3)CC2)cc1,-0.1,0.7,-7.8,-0.5
CCOc1ccc(Br)cc1C(=O)N/N=C/c1ccc(OC)c(OC)c1,6.8,-0.1,-11.6,-1.5
O=C1N[C@H](CO)C(=O)N2CCN(C(=O)c3cc(F)ccc3F)C[C@H]12,-13.3,0.4,1.5,-0.2
COc1cc2c(cc1OC)C(C)N(S(=O)(=O)c1cc3c(cc1C)NC(=O)CO3)CC2 (configuration not stated),-8.3,0.0,-6.8,-0.5
COCCn1nnnc1C(c1ccc(OC)cc1)N1CCN(C2CCCC2)CC1 (configuration not stated),-1.4,0.1,2.1,-0.8
NC(=O)c1cc(-c2ccc(Cl)s2)nc2ccccc12,0.9,0.4,4.9,4.4
CCOC(=O)c1ccc(-n2c(C)cn3c4c(=O)n(C)c(=O)n(C)c4nc23)cc1,-6.0,-0.2,-1.1,1.1
CN(C)CCNc1nc2c(c(=O)[nH]c(=O)n2C)n1CC(O)COc1ccc([N+](=O)[O-])cc1 (configuration not stated),-15.8,0.0,3.0,0.9
COc1cc(-c2nc(C=Nc3ccc(F)cc3)c(O)o2)cc(OC)c1OC,16.4,-0.1,-5.3,2.6
COCCNC(=O)CN(C(=O)CCC(=O)Nc1cc(C)on1)c1cccc(C)c1C,12.5,0.0,0.1,0.1
C=CCNC(=S)N/N=C/c1ccc(OC)cc1,14.7,-0.1,-4.6,-0.5
COc1ccc(NC(=O)Cn2c(-c3ccccc3)cc(C(C)=O)c2C)c(OC)c1,-18.0,0.4,-5.4,0.4
Cc1cc(-c2cn[nH]c2C2CCCN(CC(=O)N3CCOCC3)C2)on1 (configuration not stated),13.4,-0.1,12.9,-0.1

(more compounds)
molecule,MITF primary,FBW7 act,TEAD-YAP inh,GPR151 ag
CCCNC(=O)CN1C(=O)CSc2ncccc21,-5.0,0.1,-0.7,2.1
CCc1ccc(Oc2nc3ccccn3c(=O)c2/C=C(\C#N)C(=O)NCCCOC)cc1,4.4,0.1,3.3,-4.8
CCCCCCCC(CC)OC(=O)c1ccc(NC(=O)c2cccc(C)c2)cc1 (configuration not stated),-6.0,0.1,3.4,-3.7
COc1cc2nc(CSc3ncn[nH]3)[nH]c(=O)c2cc1OC,17.1,0.6,-8.5,-0.2
Cc1ccc(NC(=O)c2cc(S(=O)(=O)N3CCC(C)CC3)ccc2F)cc1,-4.1,-0.1,1.9,-0.2
CCOC(=O)/C(N=Nc1ccc(SC(F)F)cc1)=C(\C)O,2.0,-0.2,-15.3,-1.6
CN(C)Cc1ccccc1-c1cn2c(NC(=O)Cc3ccc(F)c(F)c3)cnc2cn1,9.8,0.0,-0.3,0.7
Cc1cc(C)c(C#N)c(SCC(=O)Nc2nc(-c3ccccc3)ns2)n1,6.1,0.0,-39.0,-0.1
c1ccc2[nH]c(C34CC5CC(CC(C5)C3)C4)cc2c1,6.1,-0.1,3.6,-0.3
Cc1ccc(OCC(=O)OCC(N)=O)cc1C,6.5,-0.1,-1.2,0.6
O=C(NCCN1CCOCC1)c1cc2ccccc2[nH]1,4.5,0.1,4.4,-0.3
Cc1cc2cc(CNC(=O)c3cccc(Cl)c3)ccc2[nH]1,-8.1,-0.1,-11.9,0.3
CSCCCN1CCC(C(=O)Nc2ccc(Oc3cccnc3)cc2)CC1,3.2,-0.2,-2.6,1.1
CC(=O)Nc1ccc(OCC(O)CNC2CCCCCC2)cc1 (configuration not stated),-8.4,0.0,-8.8,0.5
Cc1ccc2c(c1)c(-c1ccccc1)c(-c1ccccc1)n2CC(O)CNc1ccccc1C (configuration not stated),4.3,0.1,8.1,1.2
Cc1cc2nc(C3CCCN3C(=O)Cc3ccc(-n4cnnn4)cc3)[nH]c2cc1C (configuration not stated),3.2,0.0,6.2,0.6
COc1ccc(S(=O)(=O)Nc2ccc(F)c(F)c2)cc1I,5.5,-0.6,2.3,1.8
COc1ccc(N=C2SC(C(=O)Nc3ccccc3F)CC(=O)N2C)cc1 (configuration not stated),-9.4,0.1,14.3,2.9
COc1ccc(/C=N/NC(=O)COc2ccc(Cl)cc2)cc1,17.2,0.0,-4.5,-0.4
CC(C)NC(=O)CC1Nc2c3ccccc3nc(=S)n2C1=O (configuration not stated),19.9,0.4,1.2,-0.8
CCCCSc1nnc2c(n1)OC(c1ccc(OCC)cc1)Nc1ccccc1-2 (configuration not stated),13.6,-0.1,-34.4,2.2
CCOc1ccc(N(CC(=O)N2CCc3ccccc3C2)S(C)(=O)=O)cc1,11.9,0.8,0.6,-0.7
O=C(COc1cccc([N+](=O)[O-])c1)Nc1ccc(-c2nc3ccccc3o2)cc1,7.2,-0.2,6.1,1.0
O=C(NNS(=O)(=O)c1ccc([N+](=O)[O-])cc1)c1cc(Cl)ccc1O,2.0,-0.1,7.3,-0.1
CSc1ccccc1NC(=O)C(C)N(c1ccc(C)cc1)S(C)(=O)=O (configuration not stated),1.4,-0.1,7.1,1.2
COC(=O)c1nn(-c2ccccc2)nc1N,-2.6,0.1,-5.6,-5.4
Cc1ccc(C)c(-n2nc(C)cc2N)c1,-4.3,-0.1,-5.1,0.7
Cc1nc2ccccc2c(=O)n1NC(=O)c1ccc([N+](=O)[O-])cc1Cl,15.2,0.8,-2.4,-1.5
COc1ccccc1CNC(=O)CCCOc1ccc(C(C)=O)cc1,6.2,-0.1,5.8,0.6
CCOc1ccc(-n2c(=S)sc3c(=O)n(-c4ccccc4C)c(SCC(=O)N4CCC(C)CC4)nc32)cc1,-4.1,0.0,4.2,0.1
CCOC(=O)C1=C(C)NC2=C(C(=O)C(C(=O)OCC)C(c3cccc(OC)c3)C2)C1c1ccccc1OC (configuration not stated),-11.4,0.1,3.1,1.4

Source: PubChem BioAssay (The Scripps Research Institute Molecular Screening Center)

This is a random part of the collection, and some 3.4% of all compounds hit somewhere here.
